# High-throughput results (PubChem BioAssay)
# Pf Dd2 growth – qHTS Primary assay for Inhibitors of Plasmodium falciparum Dd2 growth in vitro. 120,000 compounds, 4.3% hits. P. falciparum Dd2 growth, SYBR Green, 72 h. Potency, µM (titrated, usually from 28.9 µM), inactives show top-dose activity, negative = inhibition, hits mostly inhibitors; active = well fitted inhibition curve with a large enough effect; inconclusive = small, poorly fitted or top-dose-only effect; inactive = no such curve, though single readings can be large or run the other way;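 also: plate controls were DMSO vehicle for no effect and reference drug for full effect; nearly all actives have a fitted effect of over 65% in size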
#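 Readout: SYBR Green fluorescence, 485 nm excitation, 535 nm emission, after ~16 h lysis at 37C. Before that, Dd2-infected red cells (2.5% hematocrit) grew 72 h with compound, 29 uM top final concentration.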
# Active calls of the source: *; i = inactive; ? = inconclusive; [ ] = remark or other dose. Potency is read from the fitted curve at half-maximal effect. This is a subset; the hit share may differ from the screen's.
SMILES,Pf Dd2 growth
O=C1CCN(S(=O)(=O)c2ccccc2)CCCC(C(=O)NCCc2ccccc2)CCN1 (configuration not stated),-1%
CC(C)CNC(=O)c1cc(C2CC2)nc2onc(C3CCNCC3)c12,?
CCCCCn1cc2c(c1-c1ccc(Br)cc1)c(=O)n(C)c(=O)n2C,?
CCC(=O)N1CCC(n2c(C)cnc2-c2ccncc2)CC1,10%
O=C(NCCc1c[nH]c2ccccc12)c1ccccc1C1CCNC1 (configuration not stated),-9%
COc1ccc(C2=C(C)C(N3CCN(c4ccc(OC)cc4)CC3)=NS2(=O)=O)cc1,37%[activator]
COc1ccc(-c2cc([C@H]3CN4CC[C@H]3C[C@@H]4COC(=O)NC(C)C)nc(C)n2)cc1,i
Cc1cn2nnc(C(=O)NC3CCN(Cc4ccccc4)CC3)c2c(=O)[nH]1,26%
CC(C)CC(=O)N[C@H](C)c1onc(-c2cccnc2)c1C(=O)O,5%[44.1 µM]
C[C@@H](N)C(=O)N1CCC(C(=O)Nc2cccc(-c3cccc(Cl)c3)c2)CC1,?
CN(C)[C@@H]1CN(C2CCCCC2)CC[C@@H]1CO,i
CCOC(=O)N1CCN(C(=O)c2cnn(-c3cccc(C)c3)c2-n2cccc2)CC1,6%
CC(C)CCN1CCC(N2CCN(C(=O)c3ccncc3)CC2)C1=O (configuration not stated),-18%
COCCNC(=O)c1sc2nc3n(c(=O)c2c1C)CCC3,3%
CC(C)CCN(Cc1ccco1)C(=O)c1cc2c(s1)-c1ccccc1OC2,i
C[C@@H](NC(=O)c1cccs1)c1onc(-c2cccnc2)c1C(=O)O,18%[44.1 µM]
Cc1nn(S(=O)(=O)c2ccc(C(C)C)cc2)c(C)c1S(=O)(=O)N1CCCCCC1,19%
NC(=O)c1ccccc1OCC(=O)N1CC(CNC(=O)Nc2ccccc2)C2(C1)CN(c1ccccc1)C2 (configuration not stated),?
CN1CCN(c2cc(=O)c3ccnc(-c4ccc(Cl)cc4)c3o2)CC1,i
CC(C)c1ccc(S(=O)(=O)c2nnn3c2nc(NCCc2ccccc2)c2sccc23)cc1,?
O=C(Cn1cccc1-c1nc(-c2ccc(F)cc2)no1)NCCC1=CCCCC1,?
Cc1cccc(OCC(=O)Nc2ccc(Cl)c(-c3nc4ccccc4[nH]3)c2)c1,-15%
COC(=O)c1cc(NC(=O)Cn2nc(-c3ccccc3)c3c(c2=O)CCCC3)cc(C(=O)OC)c1,21%
CCOC(=O)c1cc(-c2ccc(OC)cc2)n(CCC(=O)NC2CCC(C)CC2)c1C (configuration not stated),?
C#C[C@H]1CN2CC[C@H]1C[C@@H]2CNCc1ccc(OC)cc1,?
CN(C)c1nccnc1OC1CCN(C(=O)C2CCCCC2)C1 (configuration not stated),i
Cn1ncc(CN2CCc3nc(-c4ccc(F)cc4F)[nH]c3C2)c1C1CC1,11µM*
Cc1ccc(S(=O)(=O)c2nnn3c2nc(NC2CCCCC2)c2sccc23)cc1C,?
O=C(c1ccoc1)N1CCC2(CC1)CC(CO)N(C(=O)c1ccccc1)C2 (configuration not stated),3%
COc1ccc(NC(=O)Cn2c(=O)n(CCc3ccccc3)c(=O)c3ccccc32)cc1,14%
O=C1NC(=NC2CCCCC2)C2(CCN(Cc3ccc(F)cc3)CC2)N1c1cccnc1,4%
CC(C)c1ccc(NC(=O)c2cc3sc(Cl)cc3n2C)cc1,-18%
Cc1nnc(N2C(=O)c3oc4ccccc4c(=O)c3C2c2cccc(OCCC(C)C)c2)s1 (configuration not stated),54%[activator]
CCOc1ccc(-c2cc3c(=O)n(CCNC(=O)Cc4cccs4)ccn3n2)cc1,-28%
Cc1noc(-c2cn(C3CCN(C(=O)c4cc(Cl)ccc4F)CC3)nn2)n1,i
O=C(c1ccc2c(c1)N(Cc1cccc(Cl)c1)C(=O)c1ccccc1S2(=O)=O)N1CCC(Cc2ccccc2)CC1,?
O=C(COc1ccc(NC(=O)C2CC2)cn1)NCc1cc(F)cc(F)c1,-8%
Cc1ccc(NC(=O)Cn2c(CCC(=O)O)ccc2-c2cccs2)cc1,7%
CN1C[C@@H](NC(=O)c2cccs2)C[C@H]1c1nc(-c2ccc(F)cc2)no1,?
CC1=C(c2ccc(F)cc2)S(=O)(=O)N=C1N1CCC(C(=O)NCCc2ccccc2)CC1,i
COCCN(C)C[C@@H]1CN(C(=O)c2ccc(-c3ccccc3)n2C)C[C@@H]1CO,?
O=C1CC2(CCN(C(=O)c3ccc(Cl)cc3)CC2)Oc2ccccc2N1,11%
COc1ccc(-c2noc(-c3ccc(N4CCN(c5ccccc5)CC4)c([N+](=O)[O-])c3)n2)cc1,30%[activator]
Cc1cnc(-c2ccccc2)n1C1CCCN(C(=O)C(C)C)C1 (configuration not stated),?
CCOc1ccccc1NC(=O)N1C[C@H](Oc2ccccc2)C[C@@H]1C(=O)NCCOC,-5%
CN(CC1CCOC1)C(=O)NCc1ccco1 (configuration not stated),46%[activator][5.79 µM]
Cc1cccc(C)c1NC(=O)Cn1c(SCC(=O)NCc2ccccc2)nc2ccccc21,9%
COc1ccccc1NC(=O)C1CCN(S(=O)(=O)c2cn(C)cn2)CC1,92%[activator]
Cc1ccc(OCC(=O)N2CCN(CCc3ccncc3)CC2)cc1C,10µM*
CCOC(=O)c1c(C)[nH]c(CCC(=O)NCCCN2CCN(c3cc(C)ccc3C)CC2)c1C,10µM*
CCn1nccc1C(=O)N1CCC(N2CC3CC(C2)[C@H]2CCCC(=O)N2C3)CC1 (some centres not stated),-6%
O=S(=O)(NC[C@H]1O[C@@H](CO)[C@@H](O)[C@H]1N1CCOCC1)c1ccccc1,11%[44.1 µM]
CSc1cccc(Nc2cc(C(=O)NC3CCCCC3)c3ccccc3n2)c1,?
COc1ccc(C2=NN(C(C)=O)C(c3cn(-c4ccccc4)nc3-c3cccs3)C2)cc1 (configuration not stated),i
CN1C[C@H](NCc2cccc(Cl)c2)CCC[C@@H](C(=O)NCc2cc(F)cc(F)c2)CC1=O,-24%
CCCCN(CC)C(=O)c1cc2c(=O)n3cccc(C)c3nc2n1C,8%
Cc1ccc(-c2cc3c(=O)n(CCNC(=O)c4ccc(F)c(F)c4)ccn3n2)c(C)c1,i
O=c1[nH]c(C2CCCN([S+](=O)([O-])c3cccc(C(F)(F)F)c3)C2)nn1-c1ccc(F)cc1 (configuration not stated),-2%
COc1ccc(N2CCN(C(CNC(=O)C(=O)NCc3cccnc3)c3cccnc3)CC2)cc1 (configuration not stated),-15%[0.594 µM]
COCc1ccc2c(c1)c(OC(C)(C)C(=O)NCc1ccncc1)nn2Cc1cccc(OC)c1,i

# The list goes on.
SMILES,Pf Dd2 growth
CCOc1cc(C(=O)Nc2c(NC)c3ccccc3oc2=O)cc(OCC)c1OCC,16%
COc1cccc(Nc2nc3ccc(C(=O)c4ccccc4)cc3n3c(C)nnc23)c1,?
O=C1CC2(CCN(CC3CCCCC3)CC2)Oc2ccccc2N1,?
Cc1ccccc1-c1noc(CN(C)Cc2cc(-c3ccncc3)no2)n1,-2%
CNC(=O)[C@H]1C[C@H](Oc2ccccc2)CN1C(=O)c1cc(-c2ccccc2)n[nH]1,-34%
O=C(NCC1CCOCC1)c1n[nH]c2ccccc12,-18%
Cc1nc2c(C(=O)NCCc3ccc(Cl)cc3)c[nH]n2c(=O)c1Cc1ccc(Cl)cc1,38%[activator][5.79 µM]
COCC1CN(C2CCC2)CC12CCN(C(=O)c1ccn[nH]1)CC2 (configuration not stated),10%
O=C1CCN(S(=O)(=O)c2ccccc2)CCCN(C(=O)Cc2cccnc2)CCN1,24%
O=C(O)C1(Oc2ccc3ccccc3c2)CCN(c2ncnc3nc[nH]c23)CC1,-12%
CCn1cc(CN2CC[C@H](CO)[C@H](N(C)C)C2)c(C)n1,5%
COc1ccc(-c2cnc3[nH]cc(CC(=O)NCc4cccnc4)c3c2)cc1OC,?
CN(Cc1ccsc1)c1ccc(C(=O)N2CCCN(c3ncccn3)CC2)cn1,-10%
O=C(N1CCC2(CC1)OCCCC2O)C1(c2ccc(Cl)cc2)CCC1 (configuration not stated),-20%
O=C(c1ccccc1)N1CCCCC1c1nc(-c2cccnn2)no1 (configuration not stated),-4%
CN(C)CCNC(=O)C1CCN(Cc2cc3ccccc3n2Cc2ccccc2)CC1,6.3µM*
CCOc1ccc2nc(C)cc(Nc3ccccc3OCC)c2c1,?
Cc1c(NC(=O)C(F)(F)F)ccc2nc3c(=O)n(C)c(=O)n(C)c3nc12,72%[activator]
COc1ccc2[nH]cc(CCNC(=O)C3CCCCC(=O)N3Cc3ccccc3)c2c1 (configuration not stated),-26%
CC1CCC2(CC1)NC(=O)N(CC(=O)NCc1ccccc1F)C2=O (configuration not stated),112%[activator]
CCOc1ccc(N(CC(=O)NCc2ccc(C)cc2)S(=O)(=O)c2c(C)[nH]c(=O)[nH]c2=O)cc1,-4%
CC(NC1CCC2(CCNCC2)CC1)c1ccc(S(C)(=O)=O)cc1 (configuration not stated),-5%
Cc1cccc(OCC(=O)Nc2c(C(=O)N3CCN(c4ccccc4)CC3)oc3ccccc23)c1,11µM*
COc1ccc(Cl)cc1-n1nnc(-c2nc(-c3ccccc3)no2)c1C,-22%[5.79 µM]
COc1cccc(-n2ccn(CC(=O)NCc3ccc(C)cc3)c(=O)c2=O)c1,59%[activator]
CCn1nccc1C(=O)N1CCC(OCCOc2ccc(F)cc2)CC1,4%
O=C(Nc1ccccc1C(F)(F)F)N1CC=C(c2c[nH]c3ccccc23)CC1,?
CCOc1ccc2nc(NC(=O)c3cccn(Cc4ccc(C)cc4)c3=O)sc2c1,24%
Cc1nc(NC(C)c2nc(-c3cccnc3)no2)c2cccnc2n1 (configuration not stated),3.5µM*
O=C(c1cnc[nH]1)N1C[C@@H](COCC2CC2)[C@H](c2ccccn2)C1,-20%
CCc1noc(-c2cn(C3CCN(C(=O)c4ccc(OC)cc4C)CC3)nn2)n1,i
COc1cc2c(cc1Oc1cccc(N(C)C)c1)NC(=O)C21CCN(C(=O)CN2CCOCC2)CC1,i
COc1ncc(CN2CC[C@@H]3OCC(=O)N(Cc4cccc(C(N)=O)c4)[C@H]3CC2)cn1,52%[activator][44.1 µM]
Cc1cccc(Cc2cnc(NC(=O)c3ccc4c(c3)CC(c3ccccc3)OC4=O)s2)c1 (configuration not stated),7%
COc1cccc(NC(=O)CN(CCc2ccccc2)S(=O)(=O)c2ccc(Cl)cc2)c1,134%[activator]
Cc1nc(C2CC(N)C2)cc(N2CCC(CN3CCCC3=O)CC2)n1 (configuration not stated),-9%
CN1c2cc(C(=O)NC3CCCC3)ccc2C(=O)N2CCCC21 (configuration not stated),i
Cc1ccc(C(=O)NC[C@H]2C[C@@H]3CCN2C[C@@H]3c2cc(-c3ccc(F)cc3)nn2C)cc1,i
CN(CC1CCOC1)C(=O)Nc1ccc(F)c(Cl)c1 (configuration not stated),45%[activator][5.79 µM]
Cc1cn2nc(C(=O)NCCCc3ccccc3)cc2c(N2CCCC2)n1,i
CC(=O)Nc1ccc(CN2CCC3(CC(C(C)C)=NO3)C2)cc1 (configuration not stated),-2%
COc1ccc(OC)c(CNC(=O)Cc2ccc(NC(=O)N3CCSc4ncccc43)cc2)c1,49%[activator]
O=C1NCCCCCN(C(=O)CC2CCCC2)[C@@H]2C[C@@H](C(=O)N3CCc4ccccc4C3)C[C@H]12,?
COc1ccc(NC(=O)c2c(-c3ccc(C)cc3)nnc3ccccc23)c(OC)c1,5%
CCn1nccc1C(=O)N1CCC(Cc2noc(C3CCOCC3)n2)C1 (configuration not stated),8%
COc1ccc(SCc2cc(=O)c3cc(Cl)ccc3[nH]2)cc1,?
Cc1ccc2[nH]c(=O)c3cc(C(=O)NCCc4ccc(Cl)cc4)sc3c2c1,?
CC1=C[C@@H](CC#N)[C@H](C(C)C)C[C@H]1CC(=O)N1CCN(c2cnccn2)CC1,7.1µM*
CCn1cc(-c2ccc(OC)cc2)cc1C(=O)NCCN1CCN(C)CC1,i
CN(C)C[C@@H]1CN(S(C)(=O)=O)C[C@H]1NC(=O)CCCc1ccccc1,12%
